MPTP inh: mitochondrial permeability transition pore inhibitors, primary screen, biochemical, isolated mouse mitochondria, absorbance; Ca2+ swelling absorbance, 30 min; inhibition, % at 10 µM; actives 1.4% (n = 360,000);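 active means inhibition of 50% or more, scaled per plate between neutral and stimulator controls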;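 further: 0% = DMSO wells given calcium and 100% = 1 mM EGTA wells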
mIAP inh: inhibitors of mouse IAP, primary screen, biochemical, luminescence, uHTS; inhibition, % at 10 µM; purified mouse IAP, CDP-Star luminescence, 30 min; actives 0.2% (n = 330,000); AID 2806, 2010; intestinal alkaline phosphatase [Mus musculus];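 active means inhibition of at least 40% at 10 µM in the primary screen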;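 further: plate controls were DMSO with enzyme for no effect and no enzyme wells for full effect; values of inactives mirror those of a sister screen read the other way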
hIAP activ: human IAP activators, primary screen, biochemical, luminescence, uHTS | actives 0.16% (n = 330,000) | Intestinal-type alkaline phosphatase (Homo sapiens), P09923 | activation factor at 10 µM | purified human IAP, CDP-Star luminescence, 30 min; hits give high values; 1 = vehicle-only enzyme, 0 = enzyme-free background;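 active means activation factor of the enzyme at least 2-fold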; further: the source names both 10 and 20 µM as test concentration; values of inactives mirror those of a sister screen read the other way
Target sequence (P09923 whole entry, looked up): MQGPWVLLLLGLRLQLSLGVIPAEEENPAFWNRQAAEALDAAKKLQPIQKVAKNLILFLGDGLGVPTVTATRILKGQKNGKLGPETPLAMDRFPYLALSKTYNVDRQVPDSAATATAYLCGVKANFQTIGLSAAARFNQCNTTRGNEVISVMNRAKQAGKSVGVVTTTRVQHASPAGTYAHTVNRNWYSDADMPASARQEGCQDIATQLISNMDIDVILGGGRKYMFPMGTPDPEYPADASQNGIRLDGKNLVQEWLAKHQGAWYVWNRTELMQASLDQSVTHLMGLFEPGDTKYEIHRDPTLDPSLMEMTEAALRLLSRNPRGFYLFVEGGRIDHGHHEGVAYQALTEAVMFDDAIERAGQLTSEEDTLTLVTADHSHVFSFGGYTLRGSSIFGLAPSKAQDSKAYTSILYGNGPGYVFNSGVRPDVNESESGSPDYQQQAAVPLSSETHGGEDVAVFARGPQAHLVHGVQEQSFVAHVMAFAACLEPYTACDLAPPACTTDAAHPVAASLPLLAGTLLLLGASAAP
A3G deaminase: APOBEC3G DNA deaminase inhibitors, primary screen, biochemical, fluorescence, single-stranded DNA substrate, uHTS | recombinant A3G, ssDNA deamination FAM/TAMRA fluorescence | inhibition, % at 20 µM | actives 0.28% (n = 330,000) | AID 493012, 2011;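 active means inhibition of at least 40% at 20 µM, with no more than 30% in the related APOBEC3A deaminase screen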;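 further: plate controls were DMSO wells with A3G for no effect and wells lacking A3G enzyme for full effect; some compounds called inactive have numbers as strong as hits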
Target sequence (Q9HC16 whole entry, looked up): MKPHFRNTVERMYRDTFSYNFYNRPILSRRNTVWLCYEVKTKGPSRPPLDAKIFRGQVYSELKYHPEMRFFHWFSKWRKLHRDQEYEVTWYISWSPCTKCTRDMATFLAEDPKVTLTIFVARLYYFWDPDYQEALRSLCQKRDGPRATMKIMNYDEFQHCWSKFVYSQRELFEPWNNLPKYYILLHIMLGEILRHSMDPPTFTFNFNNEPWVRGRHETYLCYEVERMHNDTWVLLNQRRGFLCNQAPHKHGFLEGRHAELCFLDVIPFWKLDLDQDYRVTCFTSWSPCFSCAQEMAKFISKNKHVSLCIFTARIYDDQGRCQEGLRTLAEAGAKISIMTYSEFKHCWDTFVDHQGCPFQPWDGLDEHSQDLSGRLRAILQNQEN
hIAP block: human IAP inhibitors, primary screen, biochemical, luminescence, uHTS; Intestinal-type alkaline phosphatase (Homo sapiens), P09923; purified IAP, CDP-Star luminescence, 30 min; inhibition, % at 10 µM; actives 0.12% (n = 330,000);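 active means inhibition reaching a set limit with compound at 10 µM in the primary screen, cut at about 35% in these data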;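 further: plate controls were DMSO wells with enzyme for no effect and no-enzyme buffer wells for full effect; values of inactives mirror those of a sister screen read the other way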
APOBEC3A inh: APOBEC3A ssDNA deaminase inhibitors, primary screen, selectivity assay for APOBEC3G inhibitor project, biochemical, FAM/TAMRA oligo cleavage fluorescence; inhibition, % at 20 µM; recombinant A3A, FAM/TAMRA ssDNA deamination fluorescence; DNA dC->dU-editing enzyme APOBEC-3A (Homo sapiens), P31941; actives 0.41% (n = 330,000);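 active means at least 40% inhibition at 20 µM here, with at most 30% in a related deaminase screen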;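 further: plate controls were A3A with DMSO for no effect and wells lacking A3A enzyme for full effect; some results filed as inactive read as strong as hits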
Target sequence (P31941 whole entry, looked up): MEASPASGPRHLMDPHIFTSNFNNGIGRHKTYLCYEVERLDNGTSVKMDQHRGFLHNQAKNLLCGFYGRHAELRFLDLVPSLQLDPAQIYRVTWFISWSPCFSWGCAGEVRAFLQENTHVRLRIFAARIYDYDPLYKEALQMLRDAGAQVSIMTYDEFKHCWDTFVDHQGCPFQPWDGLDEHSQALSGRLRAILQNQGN
NR3A LBD binder: binders of NR3A ligand-binding domain, primary screen, biophysical, differential scanning fluorimetry, uHTS; actives 2.5% (n = 340,000); AID 1259313, 2017; Tm shift relative to glycine control, % at 25 µM; Glutamate receptor ionotropic, NMDA 3A (GRIN3A) ligand-binding domain; NR3A LBD differential scanning fluorimetry, Tm shift; 0% = protein alone, 100% = glycine-bound protein;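 active means melting temperature shift of at least 10% of the positive control shift, at one fixed dose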
MIN6 prolif: inducers of MIN6 beta-cell proliferation, primary screen, ATP luminescence, uHTS; proliferation, % at 10 µM; actives 0.29% (n = 330,000); MIN6 cells proliferation, ATPlite luminescence, 48 h; cells starved in 0.2% serum; 100% = growth in 10% serum;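 active means compounds whose signal lies at least 3.5 SD above the mean of all wells on their plate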;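 further: 0% = DMSO-treated cells in low-serum medium and 100% = 10% serum control; some compounds called inactive have numbers as strong as hits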
mIAP act: activators of mouse IAP, primary screen, biochemical, luminescence, uHTS; muIAP, CDP-Star luminescence, 30 min; hits give high values; 1 = vehicle-only enzyme signal, 0 = enzyme-free wells; activation factor at 10 µM; intestinal alkaline phosphatase [Mus musculus]; AID 2805, 2010; actives 0.24% (n = 330,000);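 active means activation factor of at least 2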; further: the source names both 10 and 20 µM as test concentration; values of inactives mirror those of a sister screen read the other way
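System: Mouse IAP enzyme | Also added: CDP-Star substrate | Dosing: Compounds dispensed in DMSO | Schedule: 30 min enzyme-substrate-compound incubation at room temperature | Technique: Chemiluminescence readout | Control set: DMSO-only wells and no-enzyme negative control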
* = called active by the depositor; i = inactive; nt = no result given.

Sequence of screens – MIN6 prolif | APOBEC3A inh | MPTP inh | A3G deaminase | NR3A LBD binder | hIAP activ | hIAP block | mIAP act | mIAP inh
> Cc1ccc(S(=O)(=O)NCC(=O)N(CC(=O)NCC2CCCO2)Cc2ccc(Cl)cc2)cc1 (centres undefined)
→ -1 | -2 | -0.6 | -5 | 1 | 0.91 | 9 | 0.98 | 2
> Cc1noc(C)c1C(=O)OCC(=O)Nc1ccc(C(N)=O)cc1
→ -3 | -3 | -4.8 | -4 | 0 | 0.95 | 5 | 1.1 | -10
> CCCCCNc1nc(N2CCCC2)c2c(c1C#N)CCN(C)C2
→ -3 | -4 | 26 | -5 | 1 | 0.9 | 10 | 0.92 | 8
> Cc1cc(=O)[nH]c2c1c(=O)[nH]n2C1CC(C)N(C)CC1C (centres undefined)
→ 0 | 0 | -0.3 | -2 | 2 | 0.98 | 2 | 0.97 | 3
> Cc1noc(NS(=O)(=O)c2ccc(NC(=O)CC34CC5CC(CC(Br)(C5)C3)C4)cc2)c1C
→ -1 | 3 | -0.7 | 0 | -4 | 0.97 | 3 | 1 | 0
> CCOC(=O)C1(S(=O)(=O)c2ccccc2)CCN(Cc2ccccc2)CC1
→ 0 | 1 | 2.8 | -4 | 2 | 0.94 | 6 | 1 | -5
> C=CCN(CC=C)S(=O)(=O)c1ccc(NC(=O)COc2ccccc2OC)cc1
→ -2 | 3 | -2.6 | -5 | -15 | 1.1 | -7 | 1.3 | -26
> CC(=O)SC1CC2=CC(=O)CCC2(C)C2CCC3(C)C(CCC34CCC(=O)O4)C12 (centres undefined)
→ -4 | 0 | -0.7 | -9 | 0 | 1.1 | -8 | 0.98 | 2
> S=C(NCc1ccccc1)N1CCN(c2cccc(Cl)c2)CC1
→ -6 | -6 | -0.9 | -5 | 4 | 1 | -2 | 1.2 | -23
> CCOC(=O)C1(Cc2ccccc2C)CCCN(S(=O)(=O)c2cccnc2)C1 (centres undefined)
→ -3 | 2 | -4.3 | 0 | -1 | 0.96 | 4 | 1 | -1
> CCCOc1ccc(C(C)=O)cc1CN1CCOCC1
→ 1 | 1 | -1.0 | 2 | 0 | 0.9 | 10 | 0.99 | 1
> CCOCCCNC(=O)N[C@@H](Cc1ccccc1)C(=O)OC
→ -1 | 0 | -0.4 | 1 | 5 | 0.97 | 3 | 1.1 | -6
> CCOc1c(C)cnc2c1c(=O)n(Cc1c(F)cccc1Cl)c(=O)n2C
→ 3 | -3 | 0.3 | -6 | 0 | 1.1 | -7 | 0.94 | 6
> COc1ccc(NC(=S)N2CCN(Cc3ccccc3)CC2)cc1
→ -1 | -1 | 1.6 | -2 | -1 | 1.1 | -8 | 0.96 | 4
> COc1ccc(/C=N/NC(=O)c2sccc2C)c2ccccc12
→ -2 | -6 | 4.2 | 0 | -9 | 1.1 | -9 | 1.1 | -7
> Cc1cc(C)nc(/N=C(\N)Nc2ccc(CC(=O)OC(C)C)cc2)n1
→ -1 | -3 | 50* | 7 | -3 | 1.2 | -16 | 0.97 | 3
> Cc1ccc(S(=O)(=O)N2CCOCC2)cc1NC(=O)c1cccc(S(=O)(=O)N2CCCC2)c1
→ -2 | -6 | -3.9 | -13 | 0 | 1.1 | -10 | 1 | -3
> COC(=O)C(Cc1ccc(O)cc1)NC(=O)c1ccccc1 (centres undefined)
→ 0 | -2 | -1.2 | -2 | -2 | 0.85 | 15 | 0.96 | 4
> O=C(Oc1ccccc1)N1CCN(c2ccccc2F)CC1
→ 2 | -1 | 1.2 | -7 | 0 | 0.95 | 5 | 1 | -1
> OC(COc1cccc2ccccc12)CN1CCCC1 (centres undefined)
→ -4 | -1 | -1.4 | -1 | -1 | 1.1 | -6 | 0.85 | 15
> Cc1n[nH]c(C)c1CCC(=O)N/N=C/c1cccc([N+](=O)[O-])c1
→ 5 | 0 | -1.3 | 2 | 1 | 0.87 | 13 | 1.1 | -8
> Oc1ccc(C2C(c3ccccc3)=NN=C(c3ccccc3F)N2O)c(O)c1 (centres undefined)
→ 0 | 0 | 2.6 | -3 | -17 | 1.2 | -17 | 0.85 | 15
> Cc1ccc(C(=O)NC(C(=O)NC2CCCC2)c2ccccc2)cc1 (centres undefined)
→ 0 | -5 | -0.4 | -10 | 1 | 1.2 | -16 | 1.1 | -6
> O=C(NCCCN1CCCC1=O)Nc1ccc(F)c(Cl)c1
→ -1 | 2 | 84* | -6 | -2 | 0.99 | 0 | 1.1 | -5
> CCC1(C)Cc2ccccc2-c2nc(-c3ccccc3)oc(=O)c21 (centres undefined)
→ -6 | 0 | 3.0 | 2 | 2 | 0.75 | 25 | 0.92 | 8
> CC(=O)Nc1ccc(C(=O)NNC(=O)c2ccc(Cl)cc2Cl)cc1
→ -5 | 0 | -0.8 | 0 | -1 | 1.3 | -27 | 0.97 | 3
> O=C(COC(=O)c1n[nH]c2ccccc12)Nc1ccc([N+](=O)[O-])cc1
→ 0 | 3 | 2.6 | -3 | -2 | 0.9 | 10 | 0.89 | 11
> O=[N+]([O-])c1ccc(S(=O)(=O)NCCc2cn3ccccc3n2)cc1
→ -1 | 0 | -2.0 | 4 | 0 | 1.2 | -23 | 0.93 | 7
> COc1ccc(C(=O)NCC(=O)OCC(=O)NCc2ccco2)cc1
→ -1 | 2 | 0.3 | -1 | 0 | 1.1 | -8 | 0.97 | 3
> CC1Cc2cc(/C(O)=C3/C(=O)C(=O)N(CCCn4ccnc4)C3c3ccco3)ccc2O1 (centres undefined)
→ -3 | 6 | -2.0 | 1 | 0 | 1.1 | -15 | 1 | -4

2 of the compounds above, in markdown:
| SMILES | MIN6 prolif | APOBEC3A inh | MPTP inh | A3G deaminase | NR3A LBD binder | hIAP activ | hIAP block | mIAP act | mIAP inh |
| --- | --- | --- | --- | --- | --- | --- | --- | --- | --- |
| O=C(Oc1ccccc1)N1CCN(c2ccccc2F)CC1 | 2 | -1 | 1.2 | -7 | 0 | 0.95 | 5 | 1 | -1 |
| CCCOc1ccc(C(C)=O)cc1CN1CCOCC1 | 1 | 1 | -1.0 | 2 | 0 | 0.9 | 10 | 0.99 | 1 |

Later entries:
Sequence of screens – MIN6 prolif | APOBEC3A inh | MPTP inh | A3G deaminase | NR3A LBD binder | hIAP activ | hIAP block | mIAP act | mIAP inh
> CCN(CC)S(=O)(=O)c1cccc2cc(C(=O)O)c(O)cc12
→ 2 | 1 | -6.0 | -7 | 4 | 1.1 | -9 | 0.99 | 1
> C=CCNC(=S)NNC(=O)C(CCCC)CC(C)(C)O (centres undefined)
→ 3 | -4 | -0.1 | -3 | 0 | 1.8 | -75 | 0.91 | 9
> COc1ccc(C(=O)O)cc1S(=O)(=O)NC(C)C
→ 0 | 3 | -0.3 | -2 | 1 | 1 | -3 | 0.96 | 4
> O=C(Nc1cccc(-c2cccc(Cl)c2)c1)C1CCN(C2CCC2)CC1
→ -8 | -4 | 65* | -7 | 0 | 4.3* | -326 | 6.2* | i
> O=C(Nc1ccccn1)Nc1cccs1
→ -4 | 0 | -1.6 | -5 | 2 | 0.76 | 24 | 0.96 | 4
> O=c1oc(-c2ccccc2)nc2sc3c(c12)CCCC3
→ -1 | -4 | -1.6 | -6 | 2 | 0.88 | 12 | 0.99 | 0
> CCCCCCCCN1[C@@H](CC(=O)O)c2cc(C(F)(F)F)ccc2S1(=O)=O
→ -8 | 2 | 2.7 | -4 | -1 | 1.1 | -8 | 1.1 | -6
> O=C(c1c[nH]c2ccccc12)N1CCN(c2ccccc2)CC1
→ -1 | -5 | -3.9 | -1 | -2 | 1.1 | -8 | 1.2 | -16
> O=C(Oc1ccc([N+](=O)[O-])cc1)c1ccc(Cl)c(S(=O)(=O)N2CCCCC2)c1
→ -3 | -8 | nt | -10 | nt | 1.1 | -9 | 0.97 | 3
> Cc1cc(C)c(S(=O)(=O)N2CCC(C(=O)NCc3ccc(Cl)cc3Cl)CC2)c(C)c1
→ -5 | -2 | 44 | -1 | -7 | 1.1 | -13 | 1.8 | -84
> C/C(=N/NC(=O)c1cccnc1)C1=C(O)CC(C)(C)CC1=O
→ -1 | -4 | -2.7 | -9 | 0 | 1.1 | -7 | 1 | -2
> COc1cc(CNCc2ccc3c(c2)OCO3)c([N+](=O)[O-])cc1OC
→ -4 | 0 | -0.9 | -6 | -2 | 1 | 0 | 1.1 | -7
> N=C1CCCN1CC(=O)c1ccc(Br)cc1
→ 0 | 7 | 0.5 | 1 | 1 | 0.97 | 3 | 1 | -1
> OCCC1CN(Cc2c(F)cccc2Cl)CCN1C1CCCC1 (centres undefined)
→ 8.1* | -2 | -3.1 | -3 | -1 | 0.96 | 4 | 0.94 | 6
> Nc1ccn(CC(=O)NCCNc2ccc([N+](=O)[O-])cn2)c(=O)n1
→ 0 | 1 | 0.0 | -7 | 0 | 0.93 | 7 | 1.1 | -7
> O=C(COc1ccccc1)NC(=S)Nc1ccc2c3c(cccc13)CC2
→ -3 | 3 | -1.0 | -4 | -2 | 1 | -2 | 0.9 | 10
> CCOC(=O)c1[nH]c(C)c(C(=O)OCC)c1C
→ 0 | -5 | -1.9 | -7 | 0 | 0.88 | 12 | 0.94 | 6
> Cc1ccc(-c2csnn2)cc1
→ -1 | 8 | 0.5 | -2 | 3 | 1 | -4 | 1.1 | -5
> COC(=O)c1ccc(C(=O)OC)c(NC(=S)N2CCCCC2C)c1 (centres undefined)
→ 2 | 1 | 0.5 | -3 | -1 | 0.99 | 1 | 1.1 | -5
> Cc1ccc2cc3cc(C(=O)NCCCN4CCCC4=O)oc3nc2c1
→ -1 | -4 | 1.9 | -3 | -8 | 1 | 0 | 0.94 | 6
> CC(=O)Nc1ccc(NC2=C/C(=N/S(=O)(=O)c3cccs3)c3ccccc3C2=O)cc1
→ -5 | -2 | 3.2 | -5 | -3 | 0.83 | 16 | 0.94 | 6
> CCOC(=O)c1cnc2c(F)ccc(F)c2c1Sc1ccccc1
→ -5 | 2 | 3.0 | -4 | 4 | 0.85 | 15 | 0.9 | 10
> CC(=O)Nc1cccc(NC(=O)c2cc(C)on2)c1
→ 0 | -2 | -0.8 | -5 | -2 | 0.99 | 0 | 0.96 | 4
> O=C(CSCSCC(=O)Nc1ccc2c(c1)OCO2)Nc1ccc2c(c1)OCO2
→ -2 | 0 | 0.8 | 9 | 0 | 1 | 0 | 1.1 | -12
> COc1cc2c(c(OC)c1OC)CC(=O)N(C)CC2
→ 0 | -4 | -1.5 | -5 | -3 | 1.1 | -6 | 0.95 | 5
> C=CC[C@H](CC(=O)NCCO)C(=O)N[C@@H](COC(=O)[C@H](CC=C)CC(=O)OC(C)(C)C)Cc1c[nH]c2ccccc12
→ 2 | -6 | 1.2 | -9 | 4 | 0.87 | 13 | 1.1 | -12
> COc1ccc(NC(=O)c2cc(-c3ccco3)nc3ccccc23)cc1S(=O)(=O)N1CCOCC1
→ -3 | 64 | 3.3 | 42 | -2 | 1.1 | -7 | 0.84 | 16

Compound activity deposited in PubChem by Sanford-Burnham Center for Chemical Genomics.
